Screens: PubChem, Sanford-Burnham Center for Chemical Genomics
H9c2 TAG inh – triacylglycerol accumulation inhibition; AID 651582; 0.66% of 230,000 active; H9c2 cells, Nile Red lipid (TAG) fluorescence; cells loaded with 200 µM oleic acid; inhibition, % at 12.5 µM;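 active = pattern-corrected inhibition of lipid staining of at least 50% with the nuclear-stain viability signal not falling by more than 50%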;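 also: 0% = DMSO wells and 100% = triacsin C control wells; some results filed as inactive read as strong as hits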
H9c2 TAG inh DAPI viability – recorded beside H9c2 TAG inh, whose call it bears; DAPI nuclei signal change (viability), lower = more cytotoxic, %;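 whole-well DAPI fluorescence read on a plate reader as a viability signal; minus 50 percent equals half of cells still viable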
Numbers without * were called inactive.

SMILES | H9c2 TAG inh | H9c2 TAG inh DAPI viability
COc1ncnc2c1ncn2CCCN(CCCc1ccccc1)CCCn1cnc2c(OC)ncnc21 | -19 | 10
Cc1ccc(S(=O)(=O)N2CCCOC2CNC(=O)C(=O)NCc2cccnc2)cc1 (stereo not drawn) | 9 | 7
CCOc1ccc(S(=O)(=O)NCCC(=O)OC(C)C(=O)N2CCc3ccccc32)cc1 (stereo not drawn) | 6 | -7
COc1ccc(NC(=O)CSc2nccn2Cc2ccco2)cc1 | 7 | 1
Cc1ccc(NC(=O)CN(C)C(=O)c2ccc(COc3ccccc3)cc2)cc1 | -19 | -1
CCCCn1c(=O)[nH]c(=O)c2c1nc(-c1ccncc1)n2CCOC | 5 | 6
CCn1c(NC(=O)Nc2ccccc2OC)nc2ccccc21 | -2 | -5
NC(=O)C1CCCN(C(=O)c2cccc(S(=O)(=O)N(Cc3ccccc3)c3ccccc3)c2)C1 (stereo not drawn) | -1 | -4
Cc1ccc(-c2nc(NCC3CCCO3)sc2C)cc1 (stereo not drawn) | 7 | 1
COCCNc1nnc(SCC(=O)Nc2nnc(-c3ccccc3)o2)s1 | -5 | 4
COc1ccc(NC(=O)CCNC(=O)c2ccc([N+](=O)[O-])cc2)cc1S(=O)(=O)N1CCCCC1 | 11 | -4
O=C1/C(=C/c2cccs2)N=C(c2cccs2)N1Nc1ccccc1 | 8 | -14
CCOC(=O)C1CCN(C(=O)COC(=O)CSc2ccc(C(N)=O)cc2[N+](=O)[O-])CC1 | -11 | 11
NC(=O)CCCn1c(C(=O)c2cc(Cl)c(N)c(Cl)c2)c2ccc(C(F)(F)F)cc2[n+]1[O-] | 8 | -5
O=C(N/N=C/c1cn[nH]c1-c1ccccc1)c1ccco1 | 7 | -6
CCCCNC(=S)NNC(=O)c1cc(-c2ccncc2)nc2ccccc12 | -1 | 3
COC(=O)c1scc(C)c1NC(=O)/C=C/C(=O)O | -4 | 5
Cc1ccc(S(=O)(=O)N(C)CC(=O)N2CCc3ccccc32)cc1 | 4 | -3
CCOC(=O)c1ccc(NC(=O)NCc2ccccn2)cc1 | -1 | -5
CC(C)(C)C1(O)CC(C(F)(F)F)=NN1C(=O)CCCc1ccccc1 (stereo not drawn) | -26 | 11
O=C(CSc1ccccc1F)NC(=O)NCc1ccco1 | -5 | 5
Cc1cc(-c2csc(N)n2)c(C)n1Cc1ccco1 | 9 | -9
COc1ccc(NC(=O)COC(=O)c2ccc(N3CCCC3=O)cc2)cc1 | 9 | -3
CCOc1ncccc1C(=O)OCc1ccc([N+](=O)[O-])cc1 | -17 | -11
CC1CCCN(S(=O)(=O)c2ccc(NC(=O)CN3C(=O)NC(C)(c4ccccc4)C3=O)cc2)C1 (stereo not drawn) | -2 | 3
CCOC(=O)c1cccc(NC(=O)CCS(=O)(=O)c2cccc3nsnc23)c1 | 20 | -16
CCOC(=O)CCc1c(C)nc(-n2[nH]c(C)c(CCO)c2=O)[nH]c1=O | 3 | -5
CCOC(=O)N1CCN(C(=O)CSc2nc3c(c(=O)n2-c2ccccc2OC)SCC3)CC1 | -9 | -4
CC(C)(C)NC(=O)c1ccc(NC(=O)C2COc3ccccc3O2)cc1 (stereo not drawn) | 29 | -8
COC(=O)c1ccccc1NC(=O)NCc1ccccn1 | 22 | -14
CC(C)CC1NC(C(=O)O)Cc2c1[nH]c1ccccc21 (stereo not drawn) | 0 | 13
Cc1cccc(NC(=O)CSCC(=O)N(C)Cc2ccc3c(c2)OCCO3)c1 | -5 | 4
O=C(Nc1ccccc1)c1nn(-c2ccccc2)c(=O)cc1C(F)(F)F | 18 | -14
C=CCn1c(COc2ccc(Cl)cc2)nnc1SCC(=O)NCC(=O)OCC | 33 | -4
NC(=O)c1ccc(NC(=O)CCc2nc3sc4c(c3c(=O)[nH]2)CCCC4)cc1 | 12 | -4
Cc1c2c(cc3c1[nH]c1ccccc13)C=NCC2 | -25 | 4
CCC(O)CNC(=O)CCc1nnc(C2(c3ccc(Cl)cc3)CCC2)o1 (stereo not drawn) | -41 | 5
Cc1cc(C)cc(-n2nnn(C3C/C(=N/NC(N)=S)C4OCC3O4)c2=S)c1 (stereo not drawn) | -20 | 5
CN(CC(=O)Nc1ccc(Cl)c(S(=O)(=O)N2CCOCC2)c1)C(=O)c1ccc(C#N)cc1 | 8 | -2
CC(=O)Nc1ccc(SCC(=O)c2cc(C)n(Cc3cccs3)c2C)cc1 | -20 | 10
Cc1cccc(C)c1NC(=O)C(C)N1CCCCC1 (stereo not drawn) | -3 | -1
O=C(Nc1nnc(Cc2ccccc2F)s1)c1ccccc1Cl | -2 | -10
COc1cc(Cl)ccc1OC1(C)CCN(Cc2ccccc2OC(F)F)C1 (stereo not drawn) | -25 | 20
CCN(c1ccccc1)S(=O)(=O)c1cc(C(=O)NCC(c2ccc(OC)cc2)N(C)C)ccc1C (stereo not drawn) | -5 | -3
O=C(c1cc(S(=O)(=O)N2CCOCC2)ccc1Cl)N1CCN(c2ccccn2)CC1 | -1 | -2
COC(=O)C(NNc1ccccc1)(NC(=O)c1ccccc1F)C(F)(F)F (stereo not drawn) | 22 | 1
O=C(Nc1ccnc(=O)[nH]1)c1sc2ccccc2c1Cl | 0 | -3
CN(C)S(=O)(=O)c1ccc(-c2csc(N/N=C/c3ccc(O)cc3)n2)cc1 | 49 | -19

Complete entries from above. Values in the order: H9c2 TAG inh	H9c2 TAG inh DAPI viability
CCCCn1c(=O)[nH]c(=O)c2c1nc(-c1ccncc1)n2CCOC as listed: 5	6
O=C(c1cc(S(=O)(=O)N2CCOCC2)ccc1Cl)N1CCN(c2ccccn2)CC1 as listed: -1	-2

Retrieved one by one from the list above, 4 records:
SMILES | H9c2 TAG inh | H9c2 TAG inh DAPI viability
Cc1cccc(C)c1NC(=O)C(C)N1CCCCC1 (stereo not drawn) | -3 | -1
CCN(c1ccccc1)S(=O)(=O)c1cc(C(=O)NCC(c2ccc(OC)cc2)N(C)C)ccc1C (stereo not drawn) | -5 | -3
CN(C)S(=O)(=O)c1ccc(-c2csc(N/N=C/c3ccc(O)cc3)n2)cc1 | 49 | -19
O=C(Nc1ccnc(=O)[nH]1)c1sc2ccccc2c1Cl | 0 | -3

Later entries
SMILES | H9c2 TAG inh | H9c2 TAG inh DAPI viability
Cc1ccc(S(=O)(=O)N2CCOC2CNC(=O)C(=O)NCc2cccnc2)cc1 (stereo not drawn) | -14 | 4
COc1ccc(N2Cc3ccccc3C2=O)cc1 | -19 | 5
COc1cccc(-c2cc(C(=O)Nc3cccnc3)no2)c1 | 50 | -29
O=C(Cn1c(SCc2ccccc2)nc2ccccc21)N1CCOCC1 | 3 | 9
O=C(/C=C/c1cc[n+](CC(=O)c2ccc3cccc4c3c2CC4)cc1)c1ccc2cccc3c2c1CC3 | 30 | 6
COC(=O)c1cc2ccsc2n1CC(=O)N(C)C1CCCCC1 | -20 | 0
COc1ccc(NC(=O)CSc2nc3ccccc3c(=O)[nH]2)cc1S(N)(=O)=O | 22 | -6
CCOC(=O)c1[nH]c2ccc(F)cc2c1NC(=O)C1=COCCO1 | -10 | 7
N#Cc1ccccc1S(=O)(=O)c1ccccc1C(=O)Nc1ccccc1 | -22 | 8
CC(C)c1nc2n[nH]c(N)c2c2c1CCC2 | -13 | -3
Cc1cc(N2CCN(c3ccccc3)CC2)nc(N2CCOCC2)n1 | 14 | -4
CCOC(=O)C1(C)NC(c2ccc(OC)cc2OC)C2C(=O)N(CC)C(=O)C21 (stereo not drawn) | -3 | 3

Rewritten with two lines to a compound: part of the list above.
Results follow in this order: H9c2 TAG inh	H9c2 TAG inh DAPI viability
O=C(Cn1c(SCc2ccccc2)nc2ccccc21)N1CCOCC1
    3	9
O=C(/C=C/c1cc[n+](CC(=O)c2ccc3cccc4c3c2CC4)cc1)c1ccc2cccc3c2c1CC3
    30	6
COC(=O)c1cc2ccsc2n1CC(=O)N(C)C1CCCCC1
    -20	0
COc1ccc(NC(=O)CSc2nc3ccccc3c(=O)[nH]2)cc1S(N)(=O)=O
    22	-6
CCOC(=O)c1[nH]c2ccc(F)cc2c1NC(=O)C1=COCCO1
    -10	7
N#Cc1ccccc1S(=O)(=O)c1ccccc1C(=O)Nc1ccccc1
    -22	8

(next part)
SMILES | H9c2 TAG inh | H9c2 TAG inh DAPI viability
COc1ccc(OC)c(NC(=O)NCc2cccnc2)c1 | -4 | -6
Cc1c(-c2ccco2)[n+](=O)c2c(n1[O-])CCC2 | 21 | -22
CCOC(=O)/C=C1/N(C)c2ccccc2C1(C)C | 7 | -5
CN=c1scc(-c2cccs2)n1/N=C/c1ccc(O)c(O)c1O | 17 | -16
O=C(NCCc1ccccc1)c1cc(=O)c2ccccc2o1 | -5 | 1
CCOC(=O)c1c(NC(=O)COC(=O)Cc2n[nH]c(=O)c3ccccc23)sc(C(=O)NC)c1C | 17 | 0
CC1CN(S(=O)(=O)c2cccc(C(=O)N(C)C3CCCCC3)c2)CC(C)O1 (stereo not drawn) | -11 | 3
CN(Cc1nc2ccccc2c(=O)[nH]1)C(=O)c1cccc(S(=O)(=O)N2CCCCCC2)c1 | 13 | -6
CC(C)N1CCN(c2ccncc2S(=O)(=O)N2CCN(C)CC2)CC1 | -3 | 7
CC(=O)n1c(C=Nc2ccccc2)c(O)c2ccccc21 | -11 | 20
Cc1ccccc1OCCC(=O)OCC(=O)N(C)c1c(N)n(Cc2ccccc2)c(=O)[nH]c1=O | -5 | -2
NS(=O)(=O)c1ccc(NC(=O)COC(=O)CN2C(=O)C3CC=CCC3C2=O)cc1 (stereo not drawn) | -5 | -2
CCc1ccccc1NC(=O)CN1CCN(C(=O)C2CCN(C(=O)/C=C/c3ccccc3)CC2)CC1 | 15 | -10
O=C(CCNS(=O)(=O)c1ccc(Cl)cc1)N1CCCCCC1 | -13 | 0
CCC(C)C1C(C#N)=C(N)OC2=C1C(=O)CC(C)(C)C2 (stereo not drawn) | 3 | -3
CN(C(=O)COC(=O)COc1ccc(N(C)S(=O)(=O)c2ccc(Cl)cc2)cc1)c1ccccc1 | 13 | 6
Cc1nnc(SCc2cccc([N+](=O)[O-])c2)o1 | -3 | -3
COC(=O)[C@]1(Cc2ccccc2)N[C@H](CN(C)C(=O)c2ccc(C)cc2)[C@@H]2C(=O)N(Cc3ccccc3)C(=O)[C@@H]21 | 2 | -7
CCOc1ccc(CN2CCN(C3CCSCC3)CC2CCO)cc1 (stereo not drawn) | 12 | -1
COc1cc(-c2cc(C(=O)Nc3ccc(N4CCOCC4)cc3)c3ccccc3n2)cc(OC)c1OC | 9 | 7
Cc1cn([C@H]2C[C@H](O)[C@@H](CNC/C=C/c3ccccc3[N+](=O)[O-])O2)c(=O)[nH]c1=O | -4 | 0
CC(=O)n1cc([C@@H]2C=C(C(=O)N3CCN(C)CC3)O[C@H](OCc3ccc(CO)cc3)C2)c2ccccc21 | 6 | -13
c1ccc(Oc2nnc(-c3cccs3)c3ccccc23)cc1 | -24 | -12
COc1ccc(C(=O)NNC(=S)NC(=O)c2cccnc2)cc1 | 0 | -2
COc1cccc(C2=NOC(C(=O)Nc3cc(C)nn3-c3ccccc3)C2)c1OC (stereo not drawn) | -5 | 7
CCc1c(C(=O)Nc2cc(C(=O)OC)ccc2C)csc1C | 14 | 3
COc1ccc(C2C3=C(CC(C)(C)CC3=O)Oc3ncn4nc(-c5ccccc5)nc4c32)cc1 (stereo not drawn) | 11 | 5
S=C(NCc1ccco1)NC1CCCc2ccccc21 (stereo not drawn) | -16 | 5
Cc1ccc(/C=C/C(=O)OCn2nnc3ccccc3c2=O)o1 | 14 | -6
CCOC(=O)CSc1cccc2cccnc12 | 96* | -48*
COc1ccc(Cn2cnc([N+](=O)[O-])c2)cc1[N+](=O)[O-] | 6 | -2
COc1ccccc1C(=O)NNC(=O)CN1C(=O)c2ccccc2C1=O | -4 | 0
C=CCCC1CN(Cc2ccco2)S(=O)(=O)c2c(F)cccc2O1 (stereo not drawn) | -2 | -1
O=C(C[C@@H]1C/C=C\C[C@@H](NC(=O)OCC2c3ccccc3-c3ccccc32)C(=O)OC[C@@H](Cc2ccccc2)NC1=O)NCCO | -52 | 7
COc1ccc(C(=O)c2oc3ccccc3c2NC(C)=O)cc1 | 5 | -8
O=C(CNC(=O)c1ccc(Cl)cc1Cl)OCc1cn2cc(Br)ccc2n1 | -6 | 10
CCc1ccc(C2C(C#N)=C(N)Oc3cc(N)ccc32)cc1 (stereo not drawn) | -2 | -5
N#Cc1c(/N=C/c2ccco2)sc2c1CCCCC2 | -3 | -1
O=C(c1ccc(Cl)c(S(=O)(=O)NCc2ccco2)c1)N1CCN(c2ccc(F)cc2)CC1 | 15 | -11
Cc1ccc(S(=O)(=O)n2nc(-n3c(C)ccc3C)c3c(F)cccc32)c2ccccc12 | -6 | -5
O=C(CSc1nnnn1-c1cccnc1)Nc1ccc(F)cc1F | -1 | -5
CC(C)(C)OC(=O)N1CCC[C@H]1c1nnc(SCc2c(Cl)cccc2Cl)o1 | -2 | 5
COc1cccc(Cn2cnc3c(N)c(C)c(C)cc32)c1 | -28 | 7
COC(=O)C(C)Sc1ncnc2c1nnn2-c1ccc(F)cc1 (stereo not drawn) | 6 | 0
COc1ccccc1NS(=O)(=O)c1ccc(NC(=O)c2ccccn2)cc1 | -9 | 4
Cc1cccc(N2CCN(C(=O)c3ccccc3NC(=O)C3CC=CCC3C(=O)O)CC2)c1 (stereo not drawn) | 0 | 8
O=C(CCC(=O)N1CCOc2ccc(Cl)cc21)NCCCN1CCN(Cc2ccccc2)CC1 | 9 | -6
CCCCOCCCNC(=S)Nc1ccc(S(=O)(=O)N2CCOCC2)cc1 | -4 | 0
CSc1nc(-c2ccccc2)c(C#N)c(=O)[nH]1 | -3 | 1
Cc1ccc(S(=O)(=O)c2c(C)cc(C)nc2N2CCCCC2)cc1 | -15 | 4
CC1CN(C(=O)COC(=O)Cc2ccc(Cl)cc2)CC(C)O1 (stereo not drawn) | -13 | 0
CCCCNC(=O)c1onc(CSc2ccccc2)c1C(=O)O | 3 | 14
Cc1ccc(/C=N/N2CCOCC2)s1 | 28 | -4
CCn1c(SCC(=O)NCc2ccco2)nnc1C(C)C | -11 | 1
COC(=O)c1ccc(NC(=O)Cc2ccc(C)cc2)cc1 | -17 | 0

The list is partial (hit frequency here may not be typical).
